Compound activity: PubChem BioAssay, National Center for Advancing Translational Sciences (NCATS)
TrxR1 inh – blocks rat thioredoxin reductase 1; O89049; recombinant rTrxR1, NADPH fluorescence consumption, selenite substrate; Potency, µM (doses to about 114 µM), inactives show at the highest dose activity change, negative = inhibition, most hits filed as inhibitors; actives 1% (n = 390,000); note: % is set by controls: 0 for no effect and ±100 for the full control effect; nearly all actives have a fitted effect of over 65% in size
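Rat TrxR1 (90 nM in the dispensed reagent) was pre-reduced with 400 uM NADPH for 5 min at room temperature, then incubated with compound for 15 min. After 400 uM selenite was added, NADPH fluorescence (Ex 340/Em 450 nm) was followed for 8 min.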
ERG-DNA inh – ERG Ets/DNA interaction inhibition | Potency, µM (doses to about 76.9 µM), for the others: top-dose FP activity, negative = inhibition, usual class: inhibitors | actives 0.028% (n = 370,000) | fluorescence polarization, His-ERG Ets domain / labelled DNA; active = well fitted inhibition curve with a large enough effect in the polarisation, with a control signal flat; inconclusive = small, poorly fitted or top-dose-only effect, or effect the other way, or a change in a side signal; inactive = no such curve, though single readings can be large or run the other way; the % refers to the polarisation;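 note: polarization taken with two DNA probes labelled with fluorescein and Texas red; % of control where 0% means no effect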
Target sequence (P11308 whole entry, looked up, the tested form may be a part): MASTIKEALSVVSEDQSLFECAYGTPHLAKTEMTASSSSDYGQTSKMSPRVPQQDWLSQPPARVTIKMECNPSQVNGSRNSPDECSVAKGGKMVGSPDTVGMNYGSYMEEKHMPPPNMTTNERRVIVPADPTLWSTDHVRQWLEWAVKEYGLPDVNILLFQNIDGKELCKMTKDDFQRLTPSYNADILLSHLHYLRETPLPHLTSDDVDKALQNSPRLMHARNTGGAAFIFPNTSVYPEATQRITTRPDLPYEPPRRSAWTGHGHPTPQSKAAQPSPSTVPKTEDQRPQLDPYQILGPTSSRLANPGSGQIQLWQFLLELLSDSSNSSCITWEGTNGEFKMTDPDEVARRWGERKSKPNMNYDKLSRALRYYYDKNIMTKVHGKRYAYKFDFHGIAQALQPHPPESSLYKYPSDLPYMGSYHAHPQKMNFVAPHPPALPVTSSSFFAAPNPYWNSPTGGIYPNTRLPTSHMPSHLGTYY
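His-tagged ERG Ets domain (1 uM in the protein solution; 300mM KCl, 50mM Tris-HCl, 1mM EDTA, 1mM DTT, pH 7.5) received compound, then a probe mix of 5 nM fluorescein-DNA and 100nM Texas-615-DNA. Fluorescence polarization was read for both dyes.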
RGS4 inh – blocks human RGS4-accelerated GTP hydrolysis; actives 0.039% (n = 390,000); Potency, µM (doses to about 114 µM), inactives show top-dose activity change, negative = inhibition, actives largely listed as inhibitors; P49798; AID 504845; Transcreener GDP fluorescence polarization, RGS4-accelerated GTP hydrolysis; note: % is set by controls: 0 for no effect and ±100 for the full control effect; nearly all actives have a fitted effect of over 75% in size; some results filed as inactive show a strong effect at the top dose
Target sequence (P49798 whole entry, looked up): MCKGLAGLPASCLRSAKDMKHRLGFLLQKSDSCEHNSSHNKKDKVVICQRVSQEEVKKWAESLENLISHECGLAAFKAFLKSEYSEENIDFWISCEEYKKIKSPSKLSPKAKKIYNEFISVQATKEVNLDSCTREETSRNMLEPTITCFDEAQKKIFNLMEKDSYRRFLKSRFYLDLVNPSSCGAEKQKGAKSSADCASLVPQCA
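MLSMR compounds (23 nl, pin-transferred) preincubated 10 min at room temperature with a 500nM (2x) first reagent, then RGS4 at 900nM (2x) plus Transcreener GDP mix added; fluorescence polarization (620/688 nm) read before and after 90 min at 30 °C.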
GLS inh – glutaminase GLS (human) inhibition; O94925; GLS enzymatic activity, qHTS titration; Potency, µM (doses to about 45.5 µM), without a hit: top-dose activity change, negative = inhibition, actives largely listed as inhibitors; actives 0.21% (n = 410,000); note: % is set by controls: 0 for no effect and ±100 for the full control effect
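Two-point fluorescence kinetic (t0, 30 min RT) for hKGA; glutamate detected via glutamate oxidase–HRP–Amplex Red. Substrate: 1 mM L-glutamine solution; buffer 45 mM KH2PO4, pH 8.2.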
JMJD2A Tudor – inhibitors of human JMJD2A Tudor domain. AlphaScreen JMJD2A-Tudor / H3K4me3 peptide binding. Potency, µM (titrated, usually from 114 µM), without a hit: at the top dose activity change, negative = inhibition, usual class: inhibitors. actives 4.4% (n = 390,000); note: % is set by controls: 0 for no effect and ±100 for the full control effect; nearly all actives have a fitted effect of over 50% in size
Tb PGK inh – inhibitors of T. brucei phosphoglycerate kinase. PGK/GAPDH coupled, Kinase-Glo luminescence, 60 min. Potency, µM (top dose mostly 57.5 µM), for inactives: at the top dose activity change, negative = inhibition, hits mostly inhibitors. actives 0.043% (n = 380,000). AID 602233; note: % is set by controls: 0 for no effect and ±100 for the full control effect; nearly all actives have a fitted effect of over 60% in size
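Luminescent ATP detection (Kinase-Glo Plus) follows a 60-minute room-temperature incubation, with wells lacking PGK as controls. Buffer: 100 mM TEA (pH 7.6), 5 mM MgCl2, 0.01% Tween-20. Coupling enzyme GAPDH (100 nM final) supplies unstable 1,3-BPG in-well.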
HP1b chromo inh – HP1-beta chromodomain-methylated histone interaction inhibition; Potency, µM (top dose mostly 114 µM), for inactives: at the top dose activity change, negative = inhibition, actives largely listed as inhibitors; AID 540317; actives 0.56% (n = 390,000); P83916; AlphaScreen HP1-beta / biotin-H3K9me3 peptide binding; note: nearly all actives have a fitted effect of over 70% in size; inactives centre near 23
Target sequence (P83916 whole entry, looked up): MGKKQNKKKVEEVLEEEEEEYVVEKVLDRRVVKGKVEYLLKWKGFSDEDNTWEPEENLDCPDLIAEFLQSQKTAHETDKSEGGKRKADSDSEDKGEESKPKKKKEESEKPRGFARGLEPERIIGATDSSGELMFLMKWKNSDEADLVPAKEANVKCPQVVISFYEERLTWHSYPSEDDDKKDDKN
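AlphaScreen: HP1-beta (50 nM) preformed 30 min with biotin-H3(1-18)K9me3 peptide (50 nM) in PBS pH 7.4, 0.01% Tween-20. Compound added for 30 min at RT, then streptavidin donor/nickel chelate acceptor beads (10 ug/mL) for 30 min.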
ALOX12 inh – ALOX12 (human) lipoxygenase inhibition. P18054. purified 12hLO, xylenol orange hydroperoxide absorbance. AID 1671190. Potency, µM (top dose mostly 108 µM), without a hit: at the top dose activity change, negative = inhibition, actives largely listed as inhibitors. actives 1.1% (n = 580,000); note: % is set by controls: 0 for no effect and ±100 for the full control effect
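Purified human 12hLO (150 nM final) in 25 mM Hepes, 0.01% Triton X-100, pH 7.0 was preincubated 15 min at room temperature with compound. Then 40 uM arachidonic acid was added, 30 min. Hydroperoxide was read by Fe-XO absorbance ratio 573/405 nm.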
Pin1 inhibitor – human Pin1 inhibition | Pin1 FP peptide displacement, HiFluor488, 10 min | Potency, µM (doses to about 115 µM), for the others: top-dose activity, negative = inhibition, hits mostly inhibitors | actives 0.009% (n = 390,000); active = well fitted inhibition curve with a large enough effect in the polarisation, with a control signal flat, not every such curve was filed as active; inconclusive = small, poorly fitted or top-dose-only effect, or effect the other way, or a change in a side signal; inactive = no such curve, though single readings can be large or run the other way; the % refers to the polarisation; note: % is set by controls: 0 for no effect and ±100 for the full control effect
Target sequence (Q13526 whole entry, looked up): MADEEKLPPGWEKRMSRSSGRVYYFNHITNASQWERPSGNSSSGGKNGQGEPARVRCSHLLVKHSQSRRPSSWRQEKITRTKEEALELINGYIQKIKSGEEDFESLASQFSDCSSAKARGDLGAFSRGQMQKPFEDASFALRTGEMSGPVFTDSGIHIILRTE
* marks the source's active call; other numbers are inactive results; i = inactive; u = inconclusive; x = no result given; [ ] = dose if it differs, or a comment. Unless noted, calls come from the whole dose curve; as a rule, active = well fitted curve in the direction sought with a large enough effect; inconclusive = small, poorly fitted or top-dose-only effect, or another doubt; inactive = no such curve, though single readings can be large; an effect the other way counts as inactive or inconclusive. Potency is the fitted concentration of half-maximal effect. This is a subset; the hit share may differ from the screen's.

SMILES	TrxR1 inh	ERG-DNA inh	RGS4 inh	GLS inh	JMJD2A Tudor	Tb PGK inh	HP1b chromo inh	ALOX12 inh	Pin1 inhibitor
CCn1ncc([N+](=O)[O-])c1C(=O)Nc1c(C)nn(Cc2ccc(F)cc2)c1C	21%	4%	1%	-4%	-16%	-10%	55%[activator]	7%	6%
Cc1oc(-c2ccccc2Cl)nc1CSCC(=O)NC1CC1	20%	5%	-6%	-1%	-17%	-9%	4%	-24%	-1%
CCc1ccc(OCC(=O)Nc2ccc3[nH]ncc3c2)cc1	15%	-7%	-6%	3%	-9%	-1%	21%	u	7%
COc1cccc(CNC(=O)c2oc3c(c2C)-c2nn(Cc4cccc(Cl)c4)cc2CC3)c1OC	13%	u	3%	-9%	-22%	0%	17%	-20%	1%
O=S(=O)(NNC(=S)NCC1CCCO1)c1cc(Cl)ccc1Cl (configuration not stated)	-16%	-17%	-24%	u	-2%	-5%	20%	u	6%
CN1c2ccccc2-c2nc(SCC(=O)Nc3ccccc3C(F)(F)F)ncc2S1(=O)=O	10%[57.1 µM]	10%	-7%	2%	-11%	9%	23%	u	11%
CN(C)CC/C=C1\c2ccccc2CSc2ccccc21	17%	2%	5%	8%	u	-8%	6%	-9%	1%
COc1ccc(C)cc1NC(=O)CN1CCN(S(=O)(=O)c2ccc3ccccc3c2)CC1	-18%	x	-7%	-1%	-17%	-8%	32%	-2%	25%
O=C(CCN1CCN(c2ccccn2)CC1)Nc1ccc(F)cc1	25%[57.1 µM]	-9%	-26%	0%	12%	-7%	23%	79%[activator]	1%
O=[N+]([O-])c1ccc(Cl)c(/C=N/n2c(COc3ccccc3)n[nH]c2=S)c1	-19%	11%	u	11%	50µM*	-3%	u	u	-3%
CC(C)(O)C#Cc1ncc(C(F)(F)F)cc1Cl	22%[57.1 µM]	8%	5%	-3%	-7%	-5%	11%	-6%	-4%
Cc1cc(Cl)c(S(=O)(=O)Nc2ccc3c(c2)OCCO3)cc1OCC(=O)NC1CCCCC1	-1%	2%	3%	10%	2%	i	24%	0%	u
CN(C)S(=O)(=O)c1ccc(NC(=O)CN2C(=O)NC3(CCCC3)C2=O)cc1	31%	3%	-21%	1%	3%	i	9%	u	2%
Cc1ccc(CNCC(=O)Nc2ccc(C)cc2Br)cc1	2%[57.1 µM]	-1%	8%	8%	2%	-12%	33%[activator]	u	-7%
CCOc1ccc(NC(=O)c2cc(CN3CCCC3)on2)cc1	4%[57.1 µM]	0%	3%	-6%	-16%	10%	-8%	-6%	-6%
CCOC(=O)c1cc2sccc2n1CC(=O)Nc1ccc(OC)cc1OC	14%	x	-12%	3%	-22%	-6%	16%	0%[57.4 µM]	4%
CCOc1ccccc1NC(=O)CSc1ccccc1	20%	3%	-17%	-15%	33%	3%	100%[activator]	-20%	3%
COC1=NC2=NCCN2C(OC)=N1	8%[2.29 µM]	5%	6%	1%	-5%	-3%	22%[57 µM]	-2%	-8%
CCOC(=O)c1nc(N/N=C/c2ccccc2)sc1Br	3%	1%	-4%	9%	-19%	3%	9%	10%	0%
O=C(NCc1ccc2c(c1)OCO2)c1ccc(N2CCCC2=O)cc1	-6%	-8%	10%	18%	-8%	2%	7%	0%	-1%
COC(=O)c1cc(NC(=O)C2C3C=CC(C3)C2C(=O)O)cc(C(=O)OC)c1 (configuration not stated)	17%	-3%	-43%	-11%	-22%	i	19%	18%	-1%
CCOC(=O)N1CCN(C(=O)CSc2nnc(-c3ccc(C)c(C)c3)o2)CC1	12%	-5%	-9%	2%	4%	2%	66%[activator]	22%	-2%
CN(C(=O)COC(=O)c1cc(=O)[nH]c2ccccc12)c1ccccc1	10%	3%	14%	2%	-12%	0%	27%	-3%	4%
C[C@H](O)[C@@H](C(=O)N1CCN(C(=O)OC(C)(C)C)CC1)n1cc(CCCCNC(=O)OC(C)(C)C)nn1	22%[57.1 µM]	-6%	-1%	4%	-11%	i	36%	3%	-2%
O=C(c1cc(-c2cccc(O)c2)on1)N1CCN(C(c2ccccc2)c2ccccc2)CC1	0%	12%	5%	7%	u	2%	9%	15%[57.4 µM]	8%
COc1ccc(CCNC(=O)CSc2nnc(CNc3ccc(Cl)cc3)o2)cc1OC	10%	1%	-7%	-3%	-10%	1%	20%	-6%	0%
COc1ccc(C2(C)NC(=O)N(CC(=O)N(c3ccccc3)C3CCS(=O)(=O)C3)C2=O)cc1 (configuration not stated)	2%[2.29 µM]	-2%	1%	6%	-1%	1%	12%[57 µM]	-6%	1%
C[C@H](NC(=O)c1ccco1)C(=O)N1CCN(c2ccc(C(F)(F)F)cn2)CC1	2%	-13%	-8%	-6%	-4%	-1%	30%	5%	1%
O=C(CCN1C(=O)C2C3CCC(C3)C2C1=O)OCC(=O)c1ccc(Cl)cc1 (configuration not stated)	9%	-1%	12%	9%	-7%	0%	23%	6%	7%
COc1ccc(CCN(C)CCC(=O)Nc2cc(C)ccc2C)cc1OC	-6%[57.1 µM]	1%	-10%	11%	-21%	0%	24%	11%	2%
O=C1OC(c2ccco2)=N/C1=C\c1ccc(-c2cccc(C(F)(F)F)c2)o1	-21%	-1%	-40%	-15%	-32%	-16%	11%	u	u
Cc1ccc(S(=O)(=O)NCC23C=CC(O2)C2C(=O)N(c4ccccc4)C(=O)C23)cc1 (configuration not stated)	2.8µM*	11%	-44%	1%	u	-2%	u	19%	1%
COCCNC(=O)C(c1ccccc1)N(C(=O)Cn1nnc2ccccc21)c1cccnc1 (configuration not stated)	19%	-6%	-33%	-3%	-1%	-8%	79%[activator]	-3%	-6%
Cc1ccc(Cn2nnc3c(=O)[nH]c(C4CCN(S(=O)(=O)c5cc(C)ccc5C)CC4)nc32)cc1	21%	2%	-14%	-4%	-23%	i	11%	186%[activator]	23%
Cc1ccccc1NC(=O)CSc1nn2c(=O)c(C)nnc2s1	-1%[57.1 µM]	4%	-14%	-5%	89µM*	-4%	24%	7%	-2%
CS(=O)(=O)Nc1ccc(C(=O)Nc2ccc(S(=O)(=O)N3CCCC3)cc2)cc1	2%[57.1 µM]	2%	-35%	-7%	-13%	i	14%	4%	5%
Cc1noc(-c2ccc(-c3noc(-c4cccc(F)c4)n3)cc2)n1	-8%[57.1 µM]	-16%	0%	-2%	-9%	-7%	27%[57 µM]	-16%	-12%
COc1ccc(OC)c(/C=N/NC(=O)CCc2ccc(O)c(O)c2)c1	15%	-2%	15%	u	u	-7%	-19%	u	1%
CCCCCCc1c(C)c2c(cc(C)c3c(C)coc32)oc1=O	32%	-1%	-5%	-4%	17%	i	32%	-24%	-8%
CCC(=O)Nc1cc2c(cc1C(C)=O)OCCO2	-14%	-2%	0%	-8%	-3%	1%	24%	-29%	4%
Cc1ccn(C)c(=N)c1	6%[57.1 µM]	-2%	-34%	-4%	-7%	3%	5%	-1%	-9%
O=C(Nc1ccc(S(=O)(=O)N2CCc3ccccc32)cc1)c1ccco1	u	-6%	-4%	-12%	-18%	-6%	26%	u	10%
O=C(/C=C\c1ccc2c(c1)OCO2)NC1(C(=O)Nc2ccc3c(c2)OCCO3)CCCCC1	10%[57.1 µM]	-3%	19%	-15%	2%	-4%	28%	-4%	2%
CC1(C)CC(=O)C=C(c2ccc(Oc3ccccc3)cc2)C1	34%	13%	1%	-2%	57%[activator]	-6%	72%[activator]	2%	u
Cn1cc(CN2CCN(c3cnccn3)CC2)c(-c2cccc(Cl)c2)n1	16%[11.4 µM]	24%[15.4 µM]	-4%	10%	-14%	3%	23%	6%	-9%
CCCCN(C(=O)COc1ccc(C)cc1OC)c1c(N)n(CCC)c(=O)[nH]c1=O	22%[57.1 µM]	1%	-22%[56.9 µM]	-6%	-2%	i	61%[activator]	25%	-3%
CCOCCOC(=O)c1[nH]c2c(c1C)C(=O)CC(c1ccccc1)C2 (configuration not stated)	15%	8%	21%	-1%	-5%	0%	13%[57 µM]	-3%	1%
COc1ccc(-c2nnc3c4ccccc4c(C)nn23)cc1	1%	1%	-7%	-10%	-3%	-2%	26%	0%	4%
Cn1c(N)c(C(=O)COC(=O)CCCc2nc3ccccc3s2)c(=O)n(C)c1=O	19%[57.1 µM]	0%	25%	-9%	-15%	-4%	28%	2%	2%
CCCCNC(=O)c1[nH]c2ccccc2c1Sc1ccc(C)cc1	12%	0%	-3%	0%	-11%	-1%	31%	8%	-1%
C=CCOC(=O)N1CCN(c2cccc(C(F)(F)F)c2)CC1	6%[57.1 µM]	-9%	9%[11.4 µM]	7%	24%[57.1 µM]	-3%	58%[activator]	0%	3%
COc1ccc(-c2csc(N(CCCN(C)C)C(=O)c3cccs3)n2)cc1	1%[57.1 µM]	-4%	18%	9%	u	-1%	1%	-13%	1%
COc1cccc(NC(=O)CN2CCN(c3ccccc3F)CC2)c1	13%[57.1 µM]	5%	-16%	0%	0%	-6%	45%	13%	-7%
CCOc1ccccc1N(CC(=O)Nc1cccc2ccccc12)S(C)(=O)=O	10%	-16%	15%	-9%	-5%	-1%	30%	-28%	1%
